High-throughput results (PubChem BioAssay)
USP2a block: USP2a (human) protease inhibition. 0.01% of 330,000 active. Potency, µM (doses to about 38.3 µM), without a hit: at the top dose activity change, negative = inhibition, actives largely listed as inhibitors. O75604. USP2 core, Ub-CHOP2 coupled fluorogenic reporter, 485/531;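 also: potency is read from the fitted curve at half-maximal effect; plate controls were DMSO wells for no effect and full inhibition by NEM control for full effect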
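Cell-free coupled assay: 10nM USP2 core preincubated 30min RT with compound in Tris-HCl pH 8.0/CaCl2/CHAPS buffer, then 25nM Ub-CHOP2 and 25nM reporter substrate; fluorescence (Ex 485/Em 531) read after 60min RT, normalized to NEM inhibition, concentration-response curves fitted.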
TCR activator: T cell receptor activation; primary human leukocytes, anti-CD3, IL-2 HTRF, 48 h; Potency, µM (series often up to 9.22 µM), for the others: at the top dose activation of IL-2 secretion, actives largely listed as activators; 330,000 tested, under 10 active; AID 504894; also: % of control where 0% means no effect
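Activity was scored as IL-2 release from primary human leukocytes given only a TCR signal (a-CD3 beads) plus compound for 48 hr. Detection used a two-antibody HTRF format read at 665nm.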
TSHR antagonist: blocks TSH signaling through the human TSH receptor | TSHR-expressing cells, TSH-stimulated cAMP HTRF, 2 h; hits give low values | activity change, negative = inhibition, % at 11.5 µM | 0.2% of 330,000 active | AID 504810;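 active = activity change below a set negative limit, meaning inhibition stronger than a set level, cut at about -70% in these data; inconclusive = activity change between two set negative limits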; also: % is scaled to controls: 0 for no effect and ±100 for the full control effect
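Antagonism was scored as loss of TSH-driven cAMP in TSHR cells, stimulated with 4nM TSH (EC80) for 2 hours at 37 deg C and detected by homogeneous HTRF competition immunoassay.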
ELG1 DNA repair: inhibitors of ELG1-dependent DNA repair in HEK293T cells | HEK293T ELG1-luciferase reporter, luminescence, 16 h; DNA damage induced by 5-fluorouridine | Potency, µM (series often up to 46.1 µM), for inactives: top-dose activity change, negative = inhibition, hits mostly inhibitors | 2.3% of 330,000 active | AID 504467; also: potency is read from the fitted curve at half-maximal effect; % is scaled to controls: 0 for no effect and ±100 for the full control effect; nearly all actives have a fitted effect of over 55% in size
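In this reporter screen, reduction of luminescence relative to DMSO vehicle indicated activity. Compounds and 5-fluorouridine were added together to 2,000 cells per well, incubated for 16 hr at 37 °C, then developed with ONE-Glo.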
Eya2 phos inh: Eya2 (human) phosphatase inhibition; O00167; recombinant Eya2, OMFP fluorescence dephosphorylation (OMFP is methylfluorescein phosphate); Potency, µM (series often up to 76.9 µM), for inactives: top-dose activity, negative = inhibition, usual class: inhibitors; 0.006% of 330,000 active; AID 488837; also: potency is read from the fitted curve at half-maximal effect; % is scaled to controls: 0 for no effect and ±100 for the full control effect
Target sequence (O00167 whole entry, looked up): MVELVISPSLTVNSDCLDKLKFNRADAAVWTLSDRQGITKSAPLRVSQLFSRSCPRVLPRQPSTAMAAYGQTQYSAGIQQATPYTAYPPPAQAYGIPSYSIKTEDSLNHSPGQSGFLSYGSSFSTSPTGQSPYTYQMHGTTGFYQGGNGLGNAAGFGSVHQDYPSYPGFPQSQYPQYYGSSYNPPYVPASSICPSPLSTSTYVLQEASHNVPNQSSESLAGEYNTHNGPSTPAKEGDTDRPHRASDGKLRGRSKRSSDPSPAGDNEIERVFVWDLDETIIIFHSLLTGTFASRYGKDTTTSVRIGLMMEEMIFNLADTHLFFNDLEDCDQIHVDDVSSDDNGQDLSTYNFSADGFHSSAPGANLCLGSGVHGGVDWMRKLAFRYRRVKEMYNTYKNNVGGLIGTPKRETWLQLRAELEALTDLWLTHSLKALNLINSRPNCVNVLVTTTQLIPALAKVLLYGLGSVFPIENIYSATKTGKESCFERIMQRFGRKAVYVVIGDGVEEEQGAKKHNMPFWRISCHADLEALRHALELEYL
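Eya2 (0.2 uM) preincubated 10 min at ambient with compound, then OMFP substrate added at 50 uM; 10 min reaction in 50 mM HEPES pH 7.5, 50 mM NaCl, 5 uM MgCl2, 0.05% BSA, 1 mM DTT. Fluorescence read at Ex 485/Em 525 nm.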
TSG101-PTAP inh: blocks PTAP/TSG101 interaction to inhibit HIV-1 budding; Q99816; Fluorescence polarization, FITC-PTAP peptide / Tsg101 binding; Potency, µM (titrated, usually from 115 µM), for inactives: at the top dose activity change, negative = inhibition, most hits filed as inhibitors; 340,000 tested, under 10 active; AID 493005; active = well fitted inhibition curve with a large enough effect in the main read-out, with a control signal flat, not every such curve was filed as active; inconclusive = small, poorly fitted or top-dose-only effect, or effect the other way, or a change in a side signal; inactive = no such curve, though single readings can be large or run the other way; also: potency is read from the fitted curve at half-maximal effect; % of control where 0% means no effect
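Fluorescence polarization binding of Tsg101 binding domain (10 uM final) to FITC-labeled PTAP peptide (50 nM final) in HEPES pH 7.5 buffer with NaCl, Tween 20, EDTA, TCEP. Compounds added before peptide; binding 20 min at RT.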
Mito fusion yeast: mitochondrial division inhibition or fusion activation | S. cerevisiae fusion-defective mutant growth rescue, CellTiterGlo 48 h | Potency, µM (highest dose often 46.1 µM), for inactives: top-dose growth rescue (activation), actives largely listed as activators | 0.23% of 320,000 active;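 also: potency is read from the fitted curve at half-maximal effect; % of control where 0% means no effect; nearly all actives have a fitted effect of over 45% in size; temperature-sensitive fusion mutants such as fzo1-1 at 37 °C on non-fermentable ethanol glycerol medium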
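Yeast fusion mutant, YPEG (non-fermentable carbon), compound, 48 h at 37C non-permissive; CellTiterGlo added, 10 min RT, luminescence read. Rescued growth = division inhibition.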
uPA surface inh: cell surface uPA generation inhibition. cell surface uPA generation assay, qHTS. Potency, µM (highest dose often 38.3 µM), for the others: at the highest dose activity change, negative = inhibition, hits mostly inhibitors. 0.31% of 330,000 active. AID 540303; active = well fitted inhibition curve with a large enough effect; inconclusive = small, poorly fitted or top-dose-only effect; inactive = no such curve, though single readings can be large or run the other way; tested in mouse RAW 264.7 cells; also: potency is read from the fitted curve at half-maximal effect; % is scaled to controls: 0 for no effect and ±100 for the full control effect; nearly all actives have a fitted effect of over 55% in size
Tb PFK inh: T. brucei PFK enzyme inhibition | Potency, µM (top dose mostly 57.5 µM), inactives show top-dose activity, negative = inhibition, hits mostly inhibitors | O15648 | 0.17% of 330,000 active | T. brucei PFK, ADP-Glo luminescence;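 also: potency is read from the fitted curve at half-maximal effect; 0% = uninhibited 1x PFK enzyme wells and -100% = no-enzyme wells; nearly all actives have a fitted effect of over 60% in size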
Target sequence (O15648 whole entry, looked up): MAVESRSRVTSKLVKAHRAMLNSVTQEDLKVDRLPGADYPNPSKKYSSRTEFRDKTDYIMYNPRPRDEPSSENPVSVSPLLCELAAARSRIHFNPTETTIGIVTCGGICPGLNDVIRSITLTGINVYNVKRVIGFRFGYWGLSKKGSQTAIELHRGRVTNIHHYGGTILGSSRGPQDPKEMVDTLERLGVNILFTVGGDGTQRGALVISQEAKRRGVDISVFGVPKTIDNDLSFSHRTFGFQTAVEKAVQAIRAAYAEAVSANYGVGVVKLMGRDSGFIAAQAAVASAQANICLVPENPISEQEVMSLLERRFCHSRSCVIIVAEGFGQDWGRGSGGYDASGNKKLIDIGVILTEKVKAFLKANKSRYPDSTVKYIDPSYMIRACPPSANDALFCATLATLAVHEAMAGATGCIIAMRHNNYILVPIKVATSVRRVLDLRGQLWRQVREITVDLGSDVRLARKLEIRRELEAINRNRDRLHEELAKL
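PFK 1.25 nM, F6P 0.5 mM, ATP 0.1 mM, 0.1 M TEA pH 8.0, 5 mM MgCl2, 0.01% Tween20, 0.1% BSA; 45 min RT. ADP-Glo readout. qHTS titration up to 57 uM; curves fitted, compounds curve-classed.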
B2AR arrestin: recruits beta-arrestin to the human beta2-adrenergic receptor. Potency, µM (series often up to 46.1 µM), for the others: at the top dose activation, most hits filed as activators. P07550. 0.02% of 330,000 active. beta-arrestin recruitment to beta2AR, cell-based reporter;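 also: potency is read from the fitted curve at half-maximal effect; 0% = DMSO controls and full agonism = EC100 isoproterenol or metaproterenol; nearly all actives have a fitted effect of over 65% in size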
BCR signal inh: blocks chronic active B-cell receptor signaling; ABC-DLBCL IkBa-CBG/CBR reporter, luminescence ratio, 4 h; Potency, µM (highest dose often 46.1 µM), inactives show top-dose ratio change, negative = lower green/red ratio, usual class: inhibitors; 0.05% of 340,000 active; AID 493014; active = well fitted inhibition curve with a large enough effect in the signal ratio, with a control signal flat, not every such curve was filed as active; inconclusive = small, poorly fitted or top-dose-only effect, or effect the other way, or a change in a side signal; the % refers to the signal ratio;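 also: potency is read from the fitted curve at half-maximal effect; plate controls were basal doxycycline-induced cells for no effect and cells given 10 µM MG132 for full effect; MG132 reads +100%, hits lower the ratio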
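Cell line TMD8 (human ABC DLBCL), stably expressing tet-inducible CBG68-IkBa fusion and CBR; IMDM/0.5% FBS; cpd up to 46 uM; dox induction, 4 h, 37C/5% CO2; dual luminescence; green/red ratio; MG132 control.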
The depositor's hits bear a star; ? = inconclusive; · = not tested or not shown; [ ] = dose if it differs, or a comment. Unless noted, calls follow the shape of the dose curve; as a rule, active = well fitted curve in the direction sought with a large enough effect; inconclusive = small, poorly fitted or top-dose-only effect, or another doubt; inactive = no such curve, though single readings can be large; an effect the other way counts as inactive or inconclusive. Outcome played no part in choosing rows, and some 3% of all compounds hit somewhere here.

| SMILES | USP2a block | TCR activator | TSHR antagonist | ELG1 DNA repair | Eya2 phos inh | TSG101-PTAP inh | Mito fusion yeast | uPA surface inh | Tb PFK inh | B2AR arrestin | BCR signal inh |
| --- | --- | --- | --- | --- | --- | --- | --- | --- | --- | --- | --- |
| O=C(CCCn1c(=S)[nH]c2cc3c(cc2c1=O)OCO3)N1CCN(c2ncccn2)CC1 | 1% | 3% | 14 | 15µM* | 7% | -1% | 2% | · | -1% | 0.0% | -7% |
| COc1ccc(CNC(=O)COC(=O)CC2CCCC2)cc1 | -2% | 4%[46.1 µM] | 41 | 6% | -9% | -4% | 3% | -1% | -2% | 3.1% | -2% |
| NC(=O)c1cccc(CC(=O)c2ccccc2)c1 | 3% | 7% | -9 | 7% | -2% | -3% | 4% | 19% | -5% | -0.2% | -7% |
| CNS(=O)(=O)c1ccc2nc(NC(=O)c3ccc(N4C(=O)CCC4=O)cc3)sc2c1 | 1% | -7% | -3 | 27% | 15% | -4% | -10% | 0% | -1% | 0.3% | -8% |
| CC(OC(=O)c1cccc(-n2cnnn2)c1)C(=O)Nc1ccc(N(C)C)cc1 (stereo unspecified) | 0% | · | -16 | -1% | -24% | 1% | -1% | -1% | -4% | 0.4% | -18% |
| CCOc1ccccc1NC(=O)N1CCC(C(=O)c2ccc(F)cc2)CC1 | 1% | 10% | -4 | -12% | -19% | -3% | 0% | 0% | 2% | -0.4% | ? |
| Cc1ccc(/C=C2\SC(=S)N(C3CCS(=O)(=O)C3)C2=O)cc1 (stereo unspecified) | 0% | -9% | 3 | -4% | -8% | -2% | 3% | -10% | 1% | -0.3% | 9% |
| O=C(NCc1ccccc1)c1ccc(CS(=O)(=O)c2ccccc2)o1 | 0% | -7% | 12 | -19% | 9% | -5% | -3% | -2% | -7% | -1.6% | ? |
| O=C(NC(Cc1ccccc1)C(=O)Oc1ccc2c(C(F)(F)F)cc(=O)oc2c1)OCc1ccccc1 (stereo unspecified) | 10% | -1%[46.1 µM] | 12 | -4% | 5% | -12% | 3% | 1% | 0% | -0.2% | 3% |
| C1=CCC(CN2CCNCC2)CC1 (stereo unspecified) | 6% | 11% | -5 | 9% | 9% | 1% | -4% | 1% | -14% | -0.5% | 11% |
| Cc1ccc(C(=O)C(C)OC(=O)CNS(=O)(=O)c2ccc(C)cc2)cc1 (stereo unspecified) | 0% | 8% | -5 | 16% | -11% | -6% | -9% | -26% | 0% | 0.1% | ? |
| Cc1cccc(NC(=O)CSc2nc(=O)n(CCCN3CCOCC3)c3c2CCCC3)c1 | 1% | -6% | 6 | -6% | -21% | -1% | -1% | -12% | -8% | 0.0% | -11% |
| O=C(Nc1ccc(Cl)cn1)c1cccnc1 | -1% | -5% | 5 | 14% | -19% | -3% | -4% | -13% | 1% | 0.3% | 8% |
| CCCc1ccccc1OCCNC(C)=O | 4% | -7% | 6 | ? | -15% | 2% | 4% | -2% | -10% | 0.0% | ? |
| CC(=O)Nc1sc(N/N=C\c2ccco2)nc1-c1cccs1 | 3% | 7%[46.1 µM] | -12 | -2% | -1% | 0% | 1% | 0% | -14% | 1.8% | ? |
| Cc1ccc(C(=O)CN(C(=O)c2ccc(Cl)c(Cl)c2)N2C(=O)C3CCCCC3C2=O)cc1C (stereo unspecified) | 1% | -3% | -7 | -11% | 1% | -3% | -1% | -1% | 0% | 0.1% | ? |
| CCN(CC)S(=O)(=O)c1ccc(Cl)c(C(=O)NC2CCN(Cc3ccccc3)CC2)c1 | 5% | -5% | 1 | ? | ? | 1% | 7% | -3% | -1% | -0.7% | 0% |
| CC/C(=N\NC(=O)c1ccc(N2CCCC2=O)cc1)c1ccccc1 | 3% | -45% | -2 | 9% | -5% | 0% | -4% | 1% | 1% | -0.2% | 1% |
| CCOc1ccc(NC(=O)c2c(NC(=O)CNCCN3CCOCC3)sc3c2CCC3)cc1 | -10% | -2% | -2 | ? | -8% | 0% | 0% | -17% | 12% | -0.1% | ? |
| COc1ccc(/C=N/NC(=O)CNC(=O)C2COc3ccccc3O2)cc1OC (stereo unspecified) | 1% | -1%[46.1 µM] | 7 | -22% | 5% | 0% | -2% | -3% | -2% | 0.1% | 18% |
| C/C(=N/Nc1ccc(C)cc1)C1(C)N(O)C(C)(C)C(c2ccco2)=[N+]1[O-] (stereo unspecified) | 0% | 2% | -2 | ? | 9% | -2% | -1% | 12% | 0% | 0.0% | ? |
| CCc1nnc(NC(=O)CSc2nnc(-c3c[nH]c4ccccc34)n2CCOC)s1 | 0% | -25% | -3 | 11% | -1% | -4% | -1% | · | 0% | -0.9% | 1% |
| O=C(Nc1ccc(Oc2cccc3ccccc23)cc1)c1ccco1 | -4% | 4% | -14 | -7% | -18% | 1% | ? | 2% | 2% | -0.1% | ? |
| CC(NC(=O)OCc1ccccc1)C(=O)N1CC(O)CC1C(=O)O (stereo unspecified) | 2% | -2% | 16 | 9% | 4% | 0% | -2% | 0% | 0% | -0.1% | ? |
| O=C(CN1C(=O)/C(=C2/SC(=S)N(CCS(=O)(=O)O)C2=O)c2ccccc21)Nc1cccc(Br)c1 | -18% | 3% | 3 | 11% | -20% | 0% | · | 2% | ? | 0.1% | 7% |
| CCOc1ccc(C(=O)NC(=S)Nc2ccc(N3CCCCC3)cc2)cc1[N+](=O)[O-] | 1% | 10%[46.1 µM] | -12 | -4% | 2% | -2% | 3% | 13% | 0% | -0.5% | -1% |
| Cc1nc2ccc([N+](=O)[O-])cc2c(=O)n1Cc1cccc(F)c1 | 0% | -5% | -7 | 16% | 1% | -4% | 3% | 2% | 0% | -0.9% | ? |
| CCCC(=O)c1cc2ccccc2oc1=O | -1% | -4% | -3 | 1% | 14% | -4% | 0% | -3% | 2% | -0.2% | -2% |
| COc1cccc(-n2c(=O)c3sccc3n(CC(=O)NC3CCCC3)c2=O)c1 | 0% | -5% | 0 | -6% | 3% | 0% | -4% | 0% | -7% | -0.1% | 3% |
| CCN1CCN(C(=O)c2ccc(OC)c(S(=O)(=O)Nc3ccc(C)cc3)c2)CC1 | 2% | -3% | -2 | 9% | -3% | -3% | 0% | 1% | 3% | -0.6% | 2% |
| CC(NC(=O)/C=C/c1ccc(Br)cc1)c1ccccc1 (stereo unspecified) | 2% | 3%[46.1 µM] | -10 | -26% | -2% | -2% | 8% | -4% | -8% | -0.1% | -20% |
| COc1cccc(/C=C2\SC(=S)N(CCCC(=O)Nc3ccc(C(=O)O)cc3)C2=O)c1 | -4% | -5% | -14 | 15% | 9% | -1% | -1% | 2% | -2% | -0.7% | ? |
| COc1ccc(-c2[nH]ncc2CN(Cc2nccn2C)C(C)C)c(F)c1 | 0% | -14% | 12 | 1% | -2% | 0% | -7% | 3% | 2% | -0.2% | 5% |
| CCC1(c2ccccc2)NC(=O)N(CC(=O)N(CC(=O)Nc2ccccc2C(F)(F)F)Cc2ccco2)C1=O (stereo unspecified) | 0% | 3% | 13 | 1% | 4% | 1% | 1% | -1% | 3% | -0.1% | -14% |
| CC(NC(=S)Nc1cccc(C(F)(F)F)c1)C(C)(C)C (stereo unspecified) | 1% | 6% | -10 | ? | -9% | -4% | 6% | 0% | -1% | -0.3% | ? |

Part of the list above, showing only Mito fusion yeast.
| Structure | Mito fusion yeast |
| --- | --- |
| COc1cccc(/C=C2\SC(=S)N(CCCC(=O)Nc3ccc(C(=O)O)cc3)C2=O)c1 | -1% |
| COc1ccc(-c2[nH]ncc2CN(Cc2nccn2C)C(C)C)c(F)c1 | -7% |
| CCC1(c2ccccc2)NC(=O)N(CC(=O)N(CC(=O)Nc2ccccc2C(F)(F)F)Cc2ccco2)C1=O (stereo unspecified) | 1% |
| CC(NC(=S)Nc1cccc(C(F)(F)F)c1)C(C)(C)C (stereo unspecified) | 6% |
